NLRP3 yeast inh: NALP3 inflammasome inhibitors in reconstituted yeast, primary screen, luminescence, uHTS; Yeast reconstituted NLRP3/ASC/caspase-1, beta-gal luminescence, 24 h; inhibition, % at 10 µM; 330,000 compounds, 0.39% hits; AID 2825, 2010;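 active = inhibition of 50% or more; inactive = inhibition below 50%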;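 also: plate controls were induced DMSO wells for no effect and uninduced yeast grown without galactose for full effect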
hIAP activ: human IAP activators, primary screen, biochemical, luminescence, uHTS; Intestinal-type alkaline phosphatase (Homo sapiens), P09923; purified human IAP, CDP-Star luminescence, 30 min; active compounds read high; 1 = vehicle-only enzyme, 0 = enzyme-free background; activation factor at 10 µM; 330,000 compounds, 0.16% hits; AID 2524, 2010;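 active = activation factor of the enzyme at least 2-fold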; also: the source names both 10 and 20 µM as test concentration; values of inactives mirror those of a sister screen read the other way
Target sequence (P09923 whole entry, looked up): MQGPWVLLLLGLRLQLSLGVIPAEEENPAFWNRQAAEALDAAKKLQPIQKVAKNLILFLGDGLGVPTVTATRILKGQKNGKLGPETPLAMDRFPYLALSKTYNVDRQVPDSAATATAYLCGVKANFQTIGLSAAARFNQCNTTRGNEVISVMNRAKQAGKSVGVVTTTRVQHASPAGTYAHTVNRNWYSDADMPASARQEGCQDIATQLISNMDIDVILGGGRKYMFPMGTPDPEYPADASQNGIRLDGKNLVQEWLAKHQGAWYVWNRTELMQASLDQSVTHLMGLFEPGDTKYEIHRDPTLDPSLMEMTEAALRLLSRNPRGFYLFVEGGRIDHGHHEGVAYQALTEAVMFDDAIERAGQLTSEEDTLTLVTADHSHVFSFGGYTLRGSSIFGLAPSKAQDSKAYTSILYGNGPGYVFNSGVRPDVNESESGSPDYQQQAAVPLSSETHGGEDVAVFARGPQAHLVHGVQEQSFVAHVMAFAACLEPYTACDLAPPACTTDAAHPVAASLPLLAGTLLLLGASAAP
MIN6 prolif: inducers of MIN6 beta-cell proliferation, primary screen, ATP luminescence, uHTS. proliferation, % at 10 µM. 330,000 compounds, 0.29% hits. AID 2380, 2010. MIN6 cells proliferation, ATPlite luminescence, 48 h; cells starved in 0.2% serum; 100% = growth in 10% serum;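 active = compounds whose signal lies at least 3.5 SD above the mean of all wells on their plate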;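 also: 0% = DMSO-treated cells in low-serum medium and 100% = 10% serum control; some compounds called inactive have numbers as strong as hits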
APOBEC3G inh: APOBEC3G DNA deaminase inhibitors, primary screen, biochemical, fluorescence, single-stranded DNA substrate, uHTS; DNA dC->dU-editing enzyme APOBEC-3G (Homo sapiens), Q9HC16; recombinant A3G, ssDNA deamination FAM/TAMRA fluorescence; inhibition, % at 20 µM; 330,000 compounds, 0.28% hits;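 active = inhibition of at least 40% at 20 µM, with no more than 30% in the related APOBEC3A deaminase screen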;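 also: plate controls were DMSO wells with A3G for no effect and wells lacking A3G enzyme for full effect; some compounds called inactive have numbers as strong as hits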
Target sequence (Q9HC16 whole entry, looked up): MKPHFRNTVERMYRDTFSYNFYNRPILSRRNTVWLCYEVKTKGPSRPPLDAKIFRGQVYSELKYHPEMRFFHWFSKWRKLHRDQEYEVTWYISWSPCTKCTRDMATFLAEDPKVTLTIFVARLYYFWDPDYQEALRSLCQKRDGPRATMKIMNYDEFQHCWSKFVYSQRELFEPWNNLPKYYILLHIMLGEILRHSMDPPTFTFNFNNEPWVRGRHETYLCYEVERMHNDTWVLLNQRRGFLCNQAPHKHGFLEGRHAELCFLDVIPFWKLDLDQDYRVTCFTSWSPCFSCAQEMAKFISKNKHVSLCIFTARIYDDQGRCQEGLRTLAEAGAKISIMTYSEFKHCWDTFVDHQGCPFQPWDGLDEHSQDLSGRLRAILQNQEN
SENP1 FRET inh: human SENP1 catalytic domain inhibitors, primary screen, biochemical, FRET, uHTS; 360,000 compounds, 0.21% hits; AID 624204, 2012; recombinant SENP1 catalytic domain, CyPet-SUMO1-YPet FRET cleavage; inhibition, % at 10 µM;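 active = inhibition at least 30% at 10 µM, raw YFP signal under a set limit, fluorescence ratio 0.5 to 1.5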;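 also: 0% = enzyme with DMSO and 100% = no enzyme wells; some results filed as inactive read as strong as hits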
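Compound: 10 µM single point, 0.5% DMSO; Test system: hSENP1 catalytic domain, recombinant; Timing: 50 min reaction at room temperature; Technique: FRET, CFP and YFP emission; Control set: no-enzyme wells low, DMSO-plus-enzyme wells high control.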
mIAP block: inhibitors of mouse IAP, primary screen, biochemical, luminescence, uHTS | AID 2806, 2010 | intestinal alkaline phosphatase [Mus musculus] | purified mouse IAP, CDP-Star luminescence, 30 min | inhibition, % at 10 µM | 330,000 compounds, 0.2% hits;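 active = inhibition of at least 40% at 10 µM in the primary screen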;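 also: plate controls were DMSO with enzyme for no effect and no enzyme wells for full effect; values of inactives mirror those of a sister screen read the other way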
hIAP inh: human IAP inhibitors, primary screen, biochemical, luminescence, uHTS; Intestinal-type alkaline phosphatase (Homo sapiens), P09923; purified IAP, CDP-Star luminescence, 30 min; inhibition, % at 10 µM; 330,000 compounds, 0.12% hits;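 active = inhibition reaching a set limit with compound at 10 µM in the primary screen, cut at about 35% in these data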;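 also: plate controls were DMSO wells with enzyme for no effect and no-enzyme buffer wells for full effect; values of inactives mirror those of a sister screen read the other way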
mIAP activ: activators of mouse IAP, primary screen, biochemical, luminescence, uHTS | intestinal alkaline phosphatase [Mus musculus] | activation factor at 10 µM | 330,000 compounds, 0.24% hits | muIAP, CDP-Star luminescence, 30 min; active compounds read high; 1 = vehicle-only enzyme signal, 0 = enzyme-free wells;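 active = activation factor of at least 2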; also: the source names both 10 and 20 µM as test concentration; values of inactives mirror those of a sister screen read the other way
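Assay system: mouse IAP enzyme; Reagent: CDP-Star chemiluminescent phosphatase substrate; Compound: DMSO-dissolved test compounds; Incubation: 30 min, room temperature; Technique: luminescence from enzymatic CDP-Star hydrolysis; Controls: DMSO-only wells and no-enzyme negative control.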
A3A deaminase: APOBEC3A ssDNA deaminase inhibitors, primary screen, selectivity assay for APOBEC3G inhibitor project, biochemical, FAM/TAMRA oligo cleavage fluorescence; DNA dC->dU-editing enzyme APOBEC-3A (Homo sapiens), P31941; recombinant A3A, FAM/TAMRA ssDNA deamination fluorescence; inhibition, % at 20 µM; 330,000 compounds, 0.41% hits;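 active = at least 40% inhibition at 20 µM here, with at most 30% in a related deaminase screen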;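 also: plate controls were A3A with DMSO for no effect and wells lacking A3A enzyme for full effect; some results filed as inactive read as strong as hits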
The depositor's hits bear a star.

SMILES | NLRP3 yeast inh | hIAP activ | MIN6 prolif | APOBEC3G inh | SENP1 FRET inh | mIAP block | hIAP inh | mIAP activ | A3A deaminase
CC(=O)c1ccc(N=Cc2c(O)n(-c3cc(Cl)ccc3N3CCOCC3)c(=O)c3ccccc23)cc1 | 5.3 | 0.871 | -2.5 | -5.5 | -50.0 | 19.8 | 12.9 | 0.802 | -3.7
Cc1cc([N+](=O)[O-])nn1CC(=O)N(C)C1CCCCC1 | 20.2 | 1.12 | -0.3 | -2.0 | 9.1 | 6.3 | -12.2 | 0.937 | -3.9
Cc1ccc(-c2nc(Nc3cccc(O)c3)c3ccccc3n2)cc1 | 24.7 | 1.02 | -7.0 | 7.8 | -2.8 | 7.3 | -1.7 | 0.927 | 0.8
CN(C(=O)CSc1nnc(CN2CCCC2)n1Cc1ccccc1)c1ccccc1 | 16.6 | 0.938 | 2.4 | -7.1 | -0.5 | -1.6 | 6.2 | 1.02 | -2.5
O=C(CSc1nnc(-c2ccc(F)cc2)o1)N1CCCC1 | 4.0 | 0.92 | 1.5 | -8.9 | -0.1 | -3.8 | 8.0 | 1.04 | -4.1
O=C(COC(=O)COc1ccccc1F)Nc1ccc(Cl)cn1 | 1.4 | 1.02 | 2.1 | -0.9 | 5.0 | -11.2 | -2.4 | 1.11 | 4.3
COc1ccc(C(C)=O)cc1COC(=O)CNC(=O)c1ccc(Cl)cc1 | 21.9 | 0.91 | -1.0 | 2.5 | 2.2 | 3.8 | 9.0 | 0.962 | 6.0
COCCCNc1nc2c(-c3cccc(C)c3)nnn2c2ccccc12 | 17.8 | 0.985 | 2.0 | 0.0 | -92.4 | -41.1 | 1.5 | 1.41 | -2.0
CCOc1ccc(-c2cn3ccccc3n2)cc1[N+](=O)[O-] | 14.0 | 1.12 | -3.9 | -1.3 | 2.8 | -0.6 | -12.4 | 1.01 | -0.6
Cc1ccc(S(=O)(=O)N2CCCCC2)cc1C(=O)N(CCc1ccccc1)Cc1ccccc1 | 5.4 | 1.14 | -6.2 | -7.3 | -0.7 | -1.6 | -14.4 | 1.02 | -1.1
COc1cccc(C2CC(c3ccccc3)Nc3ncnn32)c1 (stereo not given) | -11.8 | 1.03 | -0.4 | -4.2 | 0.7 | -1.6 | -3.3 | 1.02 | -2.9
COC(=O)N1CCCc2cc(C)ccc21 | 6.9 | 0.982 | -3.7 | -1.5 | 1.2 | 8.6 | 1.8 | 0.914 | -2.6
Cc1cc(=O)n2nc(N3CCC(C(=O)Nc4cccc(Cl)c4C)CC3)sc2n1 | 6.8 | 0.984 | -1.0 | -0.5 | 2.5 | 1.3 | 1.6 | 0.987 | -0.3
O=C(CN(C(=O)CNC(=O)c1cccs1)c1ccccc1F)NC1CCCC1 | 15.2 | 1.07 | 0.5 | -4.5 | 2.2 | -11.8 | -7.3 | 1.12 | -3.0
COc1ccc(CN2C(=O)CN=C2Nc2cccc(C)c2C)cc1 | -42.4 | 0.974 | -2.7 | 1.8 | 1.8 | -1.2 | 2.6 | 1.01 | -1.0
CC(C)CNC(=O)C1CCN(Cc2ccc(OCc3ccccc3)cc2)CC1 | 31.8 | 1.24 | -2.2 | -3.3 | 2.8 | -10.8 | -23.8 | 1.11 | -0.6
Cc1cc(NC(=O)COn2nnc3ccc(S(C)(=O)=O)cc32)ccc1Br | -5.8 | 0.952 | -5.8 | -0.3 | -0.5 | 5.9 | 4.8 | 0.941 | 0.3
O=[N+]([O-])c1ccc(O)c(Nc2c([N+](=O)[O-])ccc3nonc23)c1 | 28.6 | 0.732 | -5.0 | 0.7 | 2.0 | 11.6 | 26.8 | 0.884 | 4.6
COc1cc(/C=C/C(=O)c2cccc([N+](=O)[O-])c2)cc(OC)c1OC | 36.7 | 0.805 | -6.4 | -9.3 | 2.5 | 3.9 | 19.5 | 0.961 | -2.8
COc1ccccc1C(=O)NNC(=O)c1ccc(C)cc1 | 13.7 | 1.19 | -2.6 | -2.1 | 1.4 | 11.0 | -19.1 | 0.89 | -5.5
CC(C)c1nc(SCC(=O)Nc2nc3c(s2)CCCC3)c2ccccc2n1 | 13.4 | 1.04 | -4.1 | -5.7 | -0.1 | 2.6 | -3.7 | 0.974 | -2.3
CCn1c(=O)n(CC)c2cc(N3CCCC3)c(NC(=O)c3cccc(Cl)c3)cc21 | 11.7 | 0.97 | -4.5 | 0.7 | -25.5 | 4.9 | 3.0 | 0.951 | -0.2
COc1ccc(S(=O)(=O)N2CCC(C(=O)NCCCc3ccccc3)CC2)cc1 | 5.3 | 0.998 | -1.5 | -2.2 | -1.4 | -11.2 | 0.2 | 1.11 | 0.5
C[C@H]1CN=C(N(C)C)N1CCc1ccc(F)cc1 | 14.2 | 0.939 | -1.5 | -6.4 | -0.1 | -3.7 | 6.1 | 1.04 | -1.6
Cn1c(SCC(=O)N2CCCCCC2)nc2c(c1=O)SCC2 | 13.6 | 1.13 | -2.7 | -3.7 | -3.4 | 8.1 | -13.1 | 0.919 | -3.3
Later entries.
SMILES | NLRP3 yeast inh | hIAP activ | MIN6 prolif | APOBEC3G inh | SENP1 FRET inh | mIAP block | hIAP inh | mIAP activ | A3A deaminase
O=C(C1=C(O)C(=O)N(Cc2ccco2)C1c1cccnc1)c1cc2ccccc2o1 (stereo not given) | 19.5 | 1.09 | -4.3 | 5.3 | -3.1 | 2.1 | -9.2 | 0.979 | -0.1
COc1ccc(CC(O)CC2c3c(cc4c(c3OC)OCO4)CCN2C)cc1 (stereo not given) | 19.5 | 0.999 | -2.7 | -7.3 | 0.8 | 8.2 | 0.1 | 0.918 | -1.8
COc1ccc(N(Cc2ccccc2)N=O)cc1 | 12.7 | 1.18 | -1.7 | -3.7 | 1.6 | 1.1 | -17.9 | 0.989 | 1.9
O=C(O)c1ccc2oc(=O)c(S(=O)(=O)c3ccccc3)cc2c1 | 4.4 | 0.917 | -1.2 | -6.5 | -6.5 | 9.5 | 8.3 | 0.905 | -2.5
O=S(=O)(c1cnccc1N1CCN(CCO)CC1)N1CCCCC1 | 1.8 | 0.989 | -0.7 | -4.8 | 1.3 | 0.3 | 1.1 | 0.997 | -5.2
CN(NC1OC(=O)c2ccccc21)c1ncc(Cl)cc1C(F)(F)F (stereo not given) | 6.8 | 1.08 | -3.1 | 9.5 | 3.3 | 4.6 | -8.3 | 0.954 | 4.6
CC#CCCC(=O)N1C=Cc2ccccc2C1C#N (stereo not given) | -19.9 | 1.01 | 0.6 | 1.3 | -5.6 | -3.3 | -1.5 | 1.03 | 4.7
COc1ccc(C(=O)C2CCN(C(=O)Nc3ccc(C)cc3)CC2)cc1 | 5.4 | 0.923 | -5.0 | -12.7 | 2.4 | -4.4 | 7.7 | 1.04 | -5.5
Cc1nn(S(=O)(=O)N2CCCCC2)c(C)c1Br | 9.5 | 0.992 | -0.5 | 0.1 | 2.6 | 6.6 | 0.8 | 0.934 | 3.8
O=C(c1ccccc1)c1ccc2nc(-c3ccco3)c(-c3ccco3)nc2c1 | 26.3 | 0.963 | -5.8 | 42.4 | -36.3 | 35.1 | 3.7 | 0.649 | 59.6
CCOC(=O)N1CCN(C(=O)c2cc3c(=O)n4ccccc4nc3s2)CC1 | 16.8 | 0.802 | -0.5 | -5.2 | -24.8 | 4.9 | 19.8 | 0.951 | -2.5
O=C(COC(=O)c1ccc(Cl)c(S(=O)(=O)N2CCCCC2)c1)NCC1CCCCC1 | 20.2 | 1.04 | 2.0 | -10.2 | 0.0 | 0.6 | -3.7 | 0.994 | -4.1
O=S(=O)(NCC(c1ccco1)N1CCN(c2ccccc2)CC1)c1ccc(F)cc1 (stereo not given) | 18.2 | 1.04 | 0.6 | -2.3 | 1.2 | -3.5 | -3.7 | 1.03 | 3.0
Cc1ccc(C(=S)N2CCCCCC2)cc1 | -14.4 | 1.01 | -3.7 | -3.5 | -1.3 | 13.9 | -0.6 | 0.86 | -2.0
C[C@H](NC(=O)c1cc2cc(Cl)ccc2n1C)C(=O)N1CCC[C@H]1C(=O)O | 9.2 | 0.999 | -3.6 | -5.7 | -0.8 | 4.1 | 0.1 | 0.959 | -2.7
Cc1cc(C)n2ncc(C(=O)O)c2n1 | -11.3 | 0.966 | -1.2 | -7.4 | 0.8 | 7.9 | 3.4 | 0.921 | -4.3
CN(CC(=O)NCCc1ccccc1)S(=O)(=O)c1ccccc1 | 13.8 | 1.06 | -3.5 | -1.0 | 3.5 | -6.2 | -5.6 | 1.06 | 5.8
CN(CC(=O)Nc1ccc2c(c1)OCCO2)S(=O)(=O)c1ccc(Br)s1 | 17.5 | 0.978 | -1.0 | -8.5 | 0.6 | -4.6 | 2.2 | 1.05 | -0.9
O=[N+]([O-])c1ccc2nc(-c3ccccc3)oc2c1 | -1.7 | 0.965 | -2.3 | -4.6 | 3.5 | 12.3 | 3.5 | 0.877 | 3.5
CSc1ccccc1NC(=O)c1cccc(S(=O)(=O)N2CCN(C)CC2)c1 | 7.3 | 1.1 | -0.8 | -1.0 | 1.5 | 7.0 | -10.0 | 0.93 | -3.8
COc1ccccc1C(=O)NNC(=O)C1CC=CCC1 (stereo not given) | 6.5 | 1.07 | -1.3 | -5.0 | -0.4 | 0.7 | -7.2 | 0.993 | -5.0
CC(C)(C)c1nnc2sc(SCC(=O)c3ccc(Cl)cc3)nn2c1=O | -30.8 | 1.03 | -4.4 | 3.0 | 2.3 | 27.0 | -3.0 | 0.73 | 1.4
CC(=O)c1ccccc1OCC(O)Cn1ccnc1 (stereo not given) | 4.4 | 0.942 | 2.8 | -6.7 | 1.2 | 2.9 | 5.8 | 0.971 | -2.8
CCN(CC)S(=O)(=O)c1ccc(OC)c(NC(=O)CCS(=O)(=O)Cc2ccccc2)c1 | 12.8 | 0.964 | -2.8 | -5.2 | -3.4 | -0.6 | 3.6 | 1.01 | -0.3
Cc1onc(C(=O)NN)c1-c1csc(COc2ccccc2)n1 | 12.4 | 0.889 | 3.8 | -1.2 | 1.3 | 10.4 | 11.1 | 0.896 | -1.4

From PubChem

This is a subset. The share of hits here may be higher or lower than overall.
